# Assay outcomes (PubChem BioAssay)
# PI4K2A block: inhibitors of human PI4K2A; Q9BTU6; purified PI4K2A, ADP-Glo luminescence, 1 h; stronger effect = lower value; activity change, negative = inhibition, % at 76.9 µM; 420,000 tested, 0.13% active; AID 1346378; in the data active = activity change below about -50%; inconclusive = mostly about -30% to -49%;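 note: -100% = wells without enzyme as full effect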
#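 Compounds are screened against recombinant PI4K2A using PI as substrate and ATP, the latter dispensed at 300 microM. Reactions run one hour at ambient temperature before ADP-Glo detection; full inhibition defined by wells lacking enzyme.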
# Pin1 inhibitor: blocks the human prolyl isomerase Pin1; Q13526; Pin1 FP peptide displacement, HiFluor488, 10 min; Potency, µM (titrated, usually from 115 µM), for the others: top-dose activity, negative = inhibition, usual class: inhibitors; 390,000 tested, 0.009% active; AID 504891; active = well fitted inhibition curve with a large enough effect in the polarisation, with a control signal flat, not every such curve was filed as active; inconclusive = small, poorly fitted or top-dose-only effect, or effect the other way, or a change in a side signal; inactive = no such curve, though single readings can be large or run the other way; the % refers to the polarisation; note: potency is the fitted concentration of half-maximal effect; % is set by controls: 0 for no effect and ±100 for the full control effect
# Target sequence (Q13526 whole entry, looked up): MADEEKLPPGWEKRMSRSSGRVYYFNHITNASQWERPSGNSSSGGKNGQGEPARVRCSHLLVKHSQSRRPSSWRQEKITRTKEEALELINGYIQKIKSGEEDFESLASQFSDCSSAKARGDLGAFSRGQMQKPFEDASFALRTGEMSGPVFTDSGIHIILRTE
# BAZ2B block: blocks human BAZ2B; AlphaScreen BAZ2B-H3K14Ac peptide displacement; Potency, µM (highest dose often 114 µM), for the others: at the highest dose activity change, negative = inhibition, actives largely listed as inhibitors; 360,000 tested, 4.4% active; note: potency is the fitted concentration of half-maximal effect; % is set by controls: 0 for no effect and ±100 for the full control effect; nearly all actives have a fitted effect of over 60% in size
#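 Inhibition is scored as reduced AlphaScreen emission. The BAZ2B/b-H3(5-23)K14Ac complex (50 nM each) in PBS pH 7.4, 0.01% Tween-20 meets compound (up to 110 uM) for 30 min at RT before bead addition.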
# Pol eta inh: blocks human DNA polymerase eta activity; Q9Y253; recombinant Pol eta, fluorescent DNA replication assay; Potency, µM (top dose mostly 114 µM), for the others: top-dose activity change, negative = inhibition, actives largely listed as inhibitors; 390,000 tested, 1.2% active; note: potency is the fitted concentration of half-maximal effect; % is set by controls: 0 for no effect and ±100 for the full control effect
#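 Pol eta (10 nM) was preincubated with compounds for 15 min at room temperature, after which fluorescent replication substrate (50 nM final) was added to start the reaction. Fluorescence was read kinetically at 0 and 10 min.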
# GLS inh: inhibitors of human glutaminase (GLS); O94925; GLS enzymatic activity, qHTS titration; Potency, µM (doses to about 45.5 µM), without a hit: at the highest dose activity change, negative = inhibition, actives largely listed as inhibitors; 410,000 tested, 0.21% active; note: potency is the fitted concentration of half-maximal effect; % is set by controls: 0 for no effect and ±100 for the full control effect
# Target sequence (O94925 whole entry, looked up): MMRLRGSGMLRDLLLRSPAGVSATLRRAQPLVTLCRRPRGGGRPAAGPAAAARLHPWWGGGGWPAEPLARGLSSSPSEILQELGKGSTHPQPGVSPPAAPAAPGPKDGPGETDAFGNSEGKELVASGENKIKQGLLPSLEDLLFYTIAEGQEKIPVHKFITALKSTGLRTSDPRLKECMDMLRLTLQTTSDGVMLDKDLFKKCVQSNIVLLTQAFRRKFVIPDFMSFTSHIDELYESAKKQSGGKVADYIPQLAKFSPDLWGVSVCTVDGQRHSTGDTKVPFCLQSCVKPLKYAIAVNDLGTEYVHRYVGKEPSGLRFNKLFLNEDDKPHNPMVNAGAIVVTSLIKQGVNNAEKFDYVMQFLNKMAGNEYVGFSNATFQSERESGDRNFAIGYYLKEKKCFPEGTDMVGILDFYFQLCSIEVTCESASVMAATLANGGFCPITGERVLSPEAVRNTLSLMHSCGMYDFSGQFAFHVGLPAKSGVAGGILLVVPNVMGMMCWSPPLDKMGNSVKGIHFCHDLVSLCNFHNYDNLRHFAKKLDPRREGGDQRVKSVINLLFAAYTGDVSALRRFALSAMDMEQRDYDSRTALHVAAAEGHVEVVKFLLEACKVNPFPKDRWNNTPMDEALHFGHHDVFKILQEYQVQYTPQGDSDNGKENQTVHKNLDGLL
#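 Coupled fluorescence readout: glutamate oxidase/HRP/Amplex Red detect glutamate formed by hKGA from L-glutamine (1 mM solution added). Buffer 45 mM KH2PO4 pH 8.2, 0.02% Tween-20; reads at t0 and 30 min RT.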
# PGK inhibitor: T. brucei PGK inhibition | P07378 | Potency, µM (doses to about 57.5 µM), for the others: at the top dose activity change, negative = inhibition, hits mostly inhibitors | PGK/GAPDH coupled, Kinase-Glo luminescence, 60 min | 380,000 tested, 0.043% active | AID 602233; note: potency is the fitted concentration of half-maximal effect; % is set by controls: 0 for no effect and ±100 for the full control effect; nearly all actives have a fitted effect of over 60% in size
#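 Recombinant glycosomal PGK reaction used 1,3-bisphosphoglycerate generated in-well by GAPDH (100nM final) in 100mM TEA pH 7.6, 5mM MgCl2, 0.01% Tween-20. After 60 minutes at room temperature, ATP was read by Kinase-Glo Plus luminescence end-point.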
# G9a block: blocks human histone lysine methyltransferase G9a | Q96KQ7 | G9a H3K9 monomethylation, AlphaScreen, 2 h | Potency, µM (series often up to 102 µM), for the others: top-dose activity, negative = inhibition, usual class: inhibitors | 350,000 tested, 8.8% active | AID 504332; note: potency is the fitted concentration of half-maximal effect; % is set by controls: 0 for no effect and ±100 for the full control effect; nearly all actives have a fitted effect of over 75% in size
#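 Readings reflect AlphaScreen signal from monomethyl-H3K9 antibody detection. HMT at 20 nM; substrate b-H3K9 500 nM; cofactor SAM 20 uM; 2 h RT reaction; compounds tested as titrations in qHTS with 15 min preincubation.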
# HP1b chromo inh: blocks HP1-beta chromodomain binding to methylated histone tails. AlphaScreen HP1-beta / biotin-H3K9me3 peptide binding. Potency, µM (titrated, usually from 114 µM), for inactives: at the top dose activity change, negative = inhibition, hits mostly inhibitors. 390,000 tested, 0.56% active; note: potency is the fitted concentration of half-maximal effect; nearly all actives have a fitted effect of over 70% in size; inactives centre near 23
# Target sequence (P83916 whole entry, looked up): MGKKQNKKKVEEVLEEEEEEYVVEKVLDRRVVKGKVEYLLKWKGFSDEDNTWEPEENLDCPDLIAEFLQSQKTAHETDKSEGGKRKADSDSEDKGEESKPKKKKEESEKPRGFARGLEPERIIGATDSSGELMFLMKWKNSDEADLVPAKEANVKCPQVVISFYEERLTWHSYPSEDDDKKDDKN
#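 Compound inhibition of the preformed complex between 50 nM HP1-beta and 50 nM biotinylated H3K9me3 peptide was read by AlphaScreen. Buffer was PBS pH 7.4 with 0.01% Tween-20. Incubations ran 30 min at room temperature, with 10 ug/mL donor/acceptor beads.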
# JMJD2A Tudor inh: JMJD2A Tudor domain (human) inhibition. O75164. AlphaScreen JMJD2A-Tudor / H3K4me3 peptide binding. Potency, µM (titrated, usually from 114 µM), for inactives: at the top dose activity change, negative = inhibition, usual class: inhibitors. 390,000 tested, 4.4% active. AID 504339; note: potency is the fitted concentration of half-maximal effect; % is set by controls: 0 for no effect and ±100 for the full control effect; nearly all actives have a fitted effect of over 50% in size
# * = called active by the depositor; i = inactive; ? = inconclusive; · = no result given; & = joins results of further samples; [ ] = dose if it differs, or a comment. Unless noted, calls come from the whole dose curve; as a rule, active = well fitted curve in the direction sought with a large enough effect; inconclusive = small, poorly fitted or top-dose-only effect, or another doubt; inactive = no such curve, though single readings can be large; an effect the other way counts as inactive or inconclusive. Some of the compounds tested; count on the stated rates, not on these rows.
# A first look:
SMILES,PI4K2A block,Pin1 inhibitor,BAZ2B block,Pol eta inh,GLS inh,PGK inhibitor,G9a block,HP1b chromo inh,JMJD2A Tudor inh
CC(CC(=O)O)CC(=O)Nc1cc([N+](=O)[O-])ccc1O (stereo not given),5,1%,6%,6%,10%,6%,?,6%,-4%
COc1ccccc1N1CCN(CCCN2C(=O)C3CCCN3C2=O)CC1 (stereo not given),-3,0%,·,-13%,-10%,-10%,·,38%[activator],?
CCN(CC)S(=O)(=O)c1ccc2c(c1)N(CC(=O)NCC(C)c1ccccc1)C(=O)CO2 (stereo not given),-4,-3%,-36%,·,-6%,·,-8%[59 µM],31%,-21%
N#Cc1c(NC(=O)CSc2nc3ccccc3c(=O)n2Cc2ccco2)sc2c1CCCC2,7,2%,-5%,?,12%,0%,-8%,31%,-16%
CC(Oc1ccccc1)C(=O)NC1CCCCCCC1 (stereo not given),0,-3%,4%,-10%,1%,0%,65%[activator],48%[activator],-1%
Cc1ccc(NC(=O)CC2S/C(=N/c3nccs3)N(C)C2=O)c(C)c1 (stereo not given),5,17%,2%,10%,13%,0%,-17%,8%,3%
Cc1ccc2occ(-c3cc(-c4ccc(Cl)cc4)nc4c3COc3ccccc3-4)c(=O)c2c1,3,-6%,-21%,-6%,7%,-6%,20%[59 µM],35%,-10%
CC(C)(C)OC(=O)N1Cc2[nH]c3ccccc3c2C[C@@H]1C(=O)O,2,-9%,3%,-16%,19%,-3%,-10%[12.7 µM],26%,2%
CC1CC2C3CCC4=CC(=O)C=CC4(C)C3(F)C(O)CC2(C)C1(O)C(=O)CO (stereo not given),1,0%,0%,-7%,8%,2%,7%,43%[activator],-11%

# The whole of this part (from the top)
SMILES,PI4K2A block,Pin1 inhibitor,BAZ2B block,Pol eta inh,GLS inh,PGK inhibitor,G9a block,HP1b chromo inh,JMJD2A Tudor inh
CC(CC(=O)O)CC(=O)Nc1cc([N+](=O)[O-])ccc1O (stereo not given),5,1%,6%,6%,10%,6%,?,6%,-4%
COc1ccccc1N1CCN(CCCN2C(=O)C3CCCN3C2=O)CC1 (stereo not given),-3,0%,·,-13%,-10%,-10%,·,38%[activator],?
CCN(CC)S(=O)(=O)c1ccc2c(c1)N(CC(=O)NCC(C)c1ccccc1)C(=O)CO2 (stereo not given),-4,-3%,-36%,·,-6%,·,-8%[59 µM],31%,-21%
N#Cc1c(NC(=O)CSc2nc3ccccc3c(=O)n2Cc2ccco2)sc2c1CCCC2,7,2%,-5%,?,12%,0%,-8%,31%,-16%
CC(Oc1ccccc1)C(=O)NC1CCCCCCC1 (stereo not given),0,-3%,4%,-10%,1%,0%,65%[activator],48%[activator],-1%
Cc1ccc(NC(=O)CC2S/C(=N/c3nccs3)N(C)C2=O)c(C)c1 (stereo not given),5,17%,2%,10%,13%,0%,-17%,8%,3%
Cc1ccc2occ(-c3cc(-c4ccc(Cl)cc4)nc4c3COc3ccccc3-4)c(=O)c2c1,3,-6%,-21%,-6%,7%,-6%,20%[59 µM],35%,-10%
CC(C)(C)OC(=O)N1Cc2[nH]c3ccccc3c2C[C@@H]1C(=O)O,2,-9%,3%,-16%,19%,-3%,-10%[12.7 µM],26%,2%
CC1CC2C3CCC4=CC(=O)C=CC4(C)C3(F)C(O)CC2(C)C1(O)C(=O)CO (stereo not given),1,0%,0%,-7%,8%,2%,7%,43%[activator],-11%
CCCc1ccc2oc(C(=O)N(C)Cc3ccn[nH]3)c(C)c2c1,12,-1%,-12%,-26%,11%,-1%,-9%,12%,?
CCCn1c2ccc(C)cc2c2nnc(SCCN3CCCCC3)nc21,0&2,?,-3%&-11%,-4%&-3%,1%&6%,0%&-2%,8.9µM*,38%&48%,-22%&-33%
COc1nc(N(CC(N)=O)S(=O)(=O)c2ccccc2)nc(C)c1Cl,2,3%,2%,-8%,-1%,8%,-12%[59 µM],-17%,5%[11.4 µM]
CC1CC(C(=O)Nc2ccccc2)C(=O)O1 (stereo not given),1,7%,·,-15%,3%,-7%,·,23%,11%
N/C(=N\OC(=O)Cc1ccc([N+](=O)[O-])cc1)c1ccc([N+](=O)[O-])cc1,5,0%,?,6%,20%,4%,-12%,36%,-28%
COc1ccc(OC)c(CNC(=O)C2CCCN(C(=O)N(C)C)C2)c1 (stereo not given),7,9%,0%,-1%,3%,·,10%[12.7 µM],21%,-11%
Cc1cccc(OC(C)C(=O)N2CCCc3ccccc32)c1 (stereo not given),0,-11%,-5%,-20%,-13%,i,10%[59 µM],57%[activator],16%
OC1=C(O)c2nc3ccccc3nc21,-2,-19%,-5%,-4%,29%,-2%,?,25%,-12%
CN(CCCC1CCCC1)C(=O)CCc1nnc(-c2ccccc2)o1,-2,-2%,-3%,2%,-6%,i,·,48%[activator],1%
Cc1c(NC(=O)C(C)Oc2ncnc3ccccc23)c(=O)n(-c2ccccc2)n1C (stereo not given),3,-1%,-4%,-9%,1%,4%,15%[59 µM],27%,-7%
CC(C)C1N=C2c3ccccc3N=C(SCC(=O)NCc3ccccc3Cl)N2C1=O (stereo not given),4,-1%,-16%,-6%,-13%,4%,6%[59 µM],11%,-2%
CC(C)COc1cccc(C(=O)Nc2ccc(CN3CCOCC3)cc2)c1,2,-1%,1%,1%,1%,0%,-10%,24%,-8%
CC1CCN(S(=O)(=O)c2ccc3c(ccn3CCC(=O)NCc3ccc(N(C)C)cc3)c2)CC1,-1,2%,28µM*,-16%,55%[activator],2%,10µM*,-13%,?
Cc1onc(-c2c(Cl)cccc2Cl)c1C(=O)N1CCN(c2ccccc2)CC1,2,7%,-29%,-8%,6%,·,-43%,27%,-21%
O=C(NCc1ccc(F)cc1)C1CC(=O)N(Cc2ccco2)C1 (stereo not given),-2,-2%,-15%,-12%,-1%,-6%,2%[12.7 µM],55%[activator],-4%
Cn1nnnc1SCC(=O)N1CCN(c2ccccc2)CC1,12,-5%,-4%,-4%,25%,-8%,?,-1%,-9%

# Retrieved one by one from above:
SMILES,PI4K2A block,Pin1 inhibitor,BAZ2B block,Pol eta inh,GLS inh,PGK inhibitor,G9a block,HP1b chromo inh,JMJD2A Tudor inh
CC(CC(=O)O)CC(=O)Nc1cc([N+](=O)[O-])ccc1O (stereo not given),5,1%,6%,6%,10%,6%,?,6%,-4%
CCCc1ccc2oc(C(=O)N(C)Cc3ccn[nH]3)c(C)c2c1,12,-1%,-12%,-26%,11%,-1%,-9%,12%,?

# New compounds follow.
SMILES,PI4K2A block,Pin1 inhibitor,BAZ2B block,Pol eta inh,GLS inh,PGK inhibitor,G9a block,HP1b chromo inh,JMJD2A Tudor inh
N#C/C(=C(/O)c1ccc([N+](=O)[O-])cc1)c1nnc2n1CCCCC2,1,-6%,?,-11%,34%[activator],-4%,50µM*,22%,28µM*
CCOc1ccc2oc(=O)cc(CN3CCOCC3)c2c1,1,0%,7%,6%,-2%,1%,6%,9%,-13%
O=C(COC(=O)c1ccco1)NC1CCCc2ccccc21 (stereo not given),-7,-5%,·,-15%,10%,i,·,28%,-15%
CCOC(=O)Cc1csc(NC(=O)CSc2nnnn2-c2ccc(C)c(C)c2)n1,5,-3%,-11%,-13%,-11%,i,2%[59 µM],31%,-24%
Cc1ccc(CCNC(=O)C2CCCN(S(=O)(=O)N3CC(C)CC(C)C3)C2)cc1 (stereo not given),-2,-3%,0%[57.1 µM],-2%,7%,-10%,-5%,31%,-12%
CC(=O)c1ccc(S(=O)(=O)N(C)CCCC(=O)NCc2ccc3c(c2)OCO3)cc1,-8,1%,6%,-21%,-5%,-9%,?,11%,-6%
Cc1cc2c(cc1S(=O)(=O)Nc1ccc(C(C)C)cc1)OCCN2C,-2,-5%,?,-19%,14%,7%,-21%[59 µM],40%[activator],-15%
Cc1cccc(NC(=O)c2oc3ccc(S(=O)(=O)N4CCCCC4)cc3c2C)c1C,-1,8%,3%,-8%,-28%,-9%,?,4%,-17%
O=C(O)c1cccc(NS(=O)(=O)c2ccc3c(c2)OCCCO3)c1,-3,75%[activator],·,-7%,8%,6%,-47%,35%,-17%
COCCNC(=O)[C@H]1N2C(=O)c3c(ccc(OC)c3OC)C2SC1(C)C (stereo not given in full),2,-6%,7%,0%,-4%,-2%,19%,50%[activator],0%
COc1cccc(CC(=O)Nc2cc(S(=O)(=O)N3CCOCC3)ccc2N2CCOCC2)c1,3,4%,·,-1%,7%,-3%,-20%,4%,-15%
O=C(CCCN1C(=O)c2cccc3cccc(c23)C1=O)N1CCN(c2ccccc2O)CC1,0,6%,-10%,-17%,0%,i,-14%[59 µM],-1%,-26%
O=C(O)Cn1ccnc1[N+](=O)[O-],-4,·,·,-13%,-5%,-4%,·,·,·
CN1C(=O)C2ON(c3ccccc3)C(c3cccs3)C2C1=O (stereo not given),1,4%,2%,-11%,2%,-1%,4%[12.7 µM],46%[activator],2%
COc1ccccc1CNC(=O)CN(C)S(=O)(=O)c1ccc2c(c1)c(=O)n(C)c(=O)n2C,-6,4%,1%,13%,5%,6%,22%,36%,-6%
O=C1N=C(N2CCCC2)CN1c1ccccc1,0,1%,1%,-13%,-1%,i,?,23%,0%
CC(/C=C/c1ccccc1)=N/NC(=O)Cn1nnc(N)n1,2,3%,-10%,-7%,0%,3%,2%,17%,2%
Cc1ccc(C)c(Cn2c(=O)n(CCC(=O)NCc3ccc4c(c3)OCO4)c(=O)c3sccc32)c1,-3,1%,2%,-20%,-2%,-5%,-4%[59 µM],36%,0%
Cc1nc2sc(C(c3ccco3)N3CCN(c4cccc(Cl)c4)CC3)c(O)n2n1 (stereo not given),1,26%,?,-10%,30%,6%,13µM*,-17%,?
COc1ccc(C)cc1NC(=O)N1CCN(c2cc(-c3noc(C)n3)ccc2C)CC1,2,2%,8%,-12%,7%,8%,44%[activator][59 µM],19%[57 µM],-23%
CCN(CC)c1ncnc2c1cnn2C,-1,1%,8%,-4%,14%,1%,5%,9%,-8%
